Screening data from PubChem BioAssay.
Tn7 DDE FP – disrupts Tn7 cyclic peptide binding to fibrin D-Dimer-E complex; 370,000 tested, 0.13% active; FP displacement of FITC-Tn7 peptide from fibrin DD(E); 0% = median of compound wells per plate; P02675; inhibition, % at 8.3 µM; AID 720508;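 active = inhibition above the mean of compounds falling within the control limits plus 3 SD of them, cut at about 14% in these data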;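 also: 0% = plate median of compound wells and 100% = 10 µM Aha-Tn7 peptide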
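system = human fibrin DD(E) protein | quantity = DD(E) 2 µM final | medium = Tris/NaCl/CaCl2 buffer, pH 7.8 | also added = labelled Tn7 tracer, 0.1 µM | compound dosing = single point at 8.3 µM | timing = compound with protein 10 min, then 3 h after probe, room temperature | signal = FP measurement | benchmarks = Aha-Tn7 high control | repeats = one replicate per compound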
TCR-CD3 inh – human TCR-CD3 binding inhibition | inhibition, % at 9.4 µM | 360,000 tested, 0.37% active | TAMRA-labeled TCR probe fluorescence, biochemical; in the data active = inhibition above about 19%;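 also: recombinant mutant TCR 2C K166C tagged with TAMRA read by polarization; 0% = receptor in buffer alone and 100% = receptor with positive control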
PRMT1 FP inh – inhibitors of human PRMT1; Q99873; 370,000 tested, 1.3% active; inhibition, % at 2.79 µM; recombinant PRMT1, activity-based probe fluorescence polarization;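 active = inhibition above about 21% made by adding two undisclosed values, limit read from the data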
Target sequence (Q99873 whole entry, looked up): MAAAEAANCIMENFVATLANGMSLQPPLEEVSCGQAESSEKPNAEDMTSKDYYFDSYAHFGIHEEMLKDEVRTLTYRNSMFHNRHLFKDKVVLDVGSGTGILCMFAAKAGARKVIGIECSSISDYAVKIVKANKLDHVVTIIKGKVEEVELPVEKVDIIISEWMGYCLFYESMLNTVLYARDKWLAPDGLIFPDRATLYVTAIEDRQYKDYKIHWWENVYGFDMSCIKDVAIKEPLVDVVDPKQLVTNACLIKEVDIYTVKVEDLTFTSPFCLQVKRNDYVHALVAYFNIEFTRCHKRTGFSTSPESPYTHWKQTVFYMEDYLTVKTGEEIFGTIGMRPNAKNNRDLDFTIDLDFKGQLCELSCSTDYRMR
TDP2 inh – blocks human TDP2 phosphodiesterase activity | O95551 | recombinant TDP2, T5PNP hydrolysis, p-nitrophenol absorbance 415 nm | inhibition, % at 12.8 µM | 370,000 tested, 0.34% active | AID 720702;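 active = inhibition above the mean of all tested compounds plus 3 SD, set per campaign, cut at about 25% in these data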;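 also: 0% = DMSO with enzyme and 100% = buffer with substrate but no TDP2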
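System – recombinant human TDP2 · Quantity – TDP2 enzyme at 120 nM final · Doses – single concentration, 12.8 µM nominal, with 1% DMSO · Incubation – 2 h at 37 °C · Measured by – epi absorbance of p-nitrophenol freed from T5PNP by hydrolysis · Read-out – % inhibition relative to enzyme-containing and enzyme-free wells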
MBD2 DNA inh – inhibitors of human MBD2 binding to methylated oligonucleotide; Q9UBB5; TR-FRET; inhibition, % at 4.4 µM; 370,000 tested, 0.31% active; in the data active = inhibition above about 13%
Target sequence (Q9UBB5 whole entry, looked up): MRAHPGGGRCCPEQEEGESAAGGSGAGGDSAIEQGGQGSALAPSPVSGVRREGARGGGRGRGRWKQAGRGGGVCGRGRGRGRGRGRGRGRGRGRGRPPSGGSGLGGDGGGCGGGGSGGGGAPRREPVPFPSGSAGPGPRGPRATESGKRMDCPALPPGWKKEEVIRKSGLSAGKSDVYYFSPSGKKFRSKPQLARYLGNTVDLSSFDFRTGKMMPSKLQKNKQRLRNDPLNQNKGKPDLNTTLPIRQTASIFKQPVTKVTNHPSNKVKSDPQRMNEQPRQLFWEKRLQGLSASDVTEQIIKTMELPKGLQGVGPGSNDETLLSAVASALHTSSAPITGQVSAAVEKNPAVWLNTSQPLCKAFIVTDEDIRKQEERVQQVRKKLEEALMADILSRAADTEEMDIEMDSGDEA
UHRF1 MBD2 ctr – UHRF1 methyl-DNA binding inhibition | Q96T88 | UHRF1 binding to methylated oligo, TR-FRET | inhibition, % at 4.4 µM | 370,000 tested, 0.75% active | AID 687016; in the data active = inhibition above about 21%;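 also: UHRF1 SRA domain binding a hemimethylated CpG hairpin DNA probe; 0% = median of test compound wells and 100% = reference inhibitor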
SIAE inh – inhibitors of human sialic acid acetylesterase SIAE. Q9HAT2. SIAE FP-Rh probe binding, fluorescence polarization. inhibition, % at 9.66 µM. 370,000 tested, 0.69% active. AID 1053197;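 active = inhibition above a cutoff: mean of compounds within the control limits plus 3 SD of those, cut at about 17% in these data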;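 also: 0% = plate median of compound wells and 100% = probe without SIAE protein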
DDE Tn6 FP inh – inhibitors of Tn6 peptide binding to human fibrin DD(E); P02675; Fibrin DD(E) TRITC-Tn6 fluorescence polarization displacement; inhibition, % at 8.3 µM; 370,000 tested, 0.21% active; AID 720509;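 active = inhibition above a per-campaign cutoff: mean of compounds within control limits plus 3 SD, cut at about 15% in these data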;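 also: 0% = median of all compound wells on the plate and 100% = blocking peptide control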
LEDGF integ inh – blocks HIV-1 LEDGF/p75-dependent DNA integration; 370,000 tested, 0.64% active; AID 743269; TR-FRET IN-LEDGF/p75 DNA integration, Eu/Cy5; inhibition, % at 3.7 µM;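 active = inhibition above the screen-wide mean plus 3 SD, cut at about 13% in these data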;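 also: signal is the Cy5 over europium emission ratio at 671 and 618 nm; 0% = plate median of compound wells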
proKLK7 act – activates the human kallikrein-7 zymogen. purified proKLK7, EDANS-DABCYL substrate fluorescence; 100% is mature enzyme control, 0% vehicle. activation, % at 7 µM. 370,000 tested, 0.9% active;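 active = activation above the mean of all tested compounds plus 3 SD, computed per campaign excluding outliers beyond control limits, cut at about 13% in these data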
Target sequence (P49862 whole entry, looked up): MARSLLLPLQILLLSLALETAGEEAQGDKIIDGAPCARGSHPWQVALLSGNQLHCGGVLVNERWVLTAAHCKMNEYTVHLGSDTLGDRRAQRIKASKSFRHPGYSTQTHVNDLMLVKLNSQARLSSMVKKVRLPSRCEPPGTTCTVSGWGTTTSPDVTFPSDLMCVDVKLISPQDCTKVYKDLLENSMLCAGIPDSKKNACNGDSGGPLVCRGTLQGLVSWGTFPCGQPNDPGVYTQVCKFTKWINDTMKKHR
Active calls of the source: *.

SMILES	Tn7 DDE FP	TCR-CD3 inh	PRMT1 FP inh	TDP2 inh	MBD2 DNA inh	UHRF1 MBD2 ctr	SIAE inh	DDE Tn6 FP inh	LEDGF integ inh	proKLK7 act
Cc1sc(NC(=O)CSc2nc(N)cc(N)n2)c(C#N)c1C	-4	-4	-1	11	-1	10	-3	-1	-6	0.3
c1ccc2c(c1)ncn2-c1ccc(-c2ccnc(-c3ccncc3)n2)cc1	-1	4	1	-5	5	-1	-4	-4	3	0.2
COC(=O)c1sccc1NC(=O)C1C2C=CC(C2)C1C(=O)O (stereo not given)	-2	5	4	-2	2	1	0	-2	-2	-0.7
CCOC(=O)CSc1nc2nc(C)cc(C)n2n1	-3	1	4	-7	6	2	3	3	-3	-0.3
CCOC(=O)C1(Cc2ccccc2)CCN(Cc2nccn2CC)CC1	-13	3	-3	-10	-5	-1	2	-4	3	-0.3
COc1ccc(CN(C)C(c2ccccc2)c2nnnn2-c2ccccc2C)c(OC)c1C (stereo not given)	6	9	-2	-13	1	-2	5	8	-2	-0.2
CC1([N+](=O)[O-])COC(C=Cc2ccccc2)OC1 (stereo not given)	7	-3	0	3	3	0	4	-1	-2	-0.6
COc1cccc(C2=CC(=O)C[C@H](c3ccc(F)cc3)C2)c1OC	0	0	-1	3	-1	-1	3	-3	-4	-0.2
Cc1nn(-c2cc(N(S(C)(=O)=O)S(C)(=O)=O)c(Cl)cc2Cl)c(=O)n1C	-1	0	1	-2	1	2	1	-6	-2	0.0
CC(=O)Nc1ccc(/C=N/NC(=O)c2cc3ccccc3nc2C)cc1	-4	-3	-1	1	1	-3	-2	-1	2	0.2
Cc1cccc(C)c1NC(=O)NC1(C(=O)N2CCCC2)CCCCC1	4	2	0	6	2	-1	6	0	-2	-0.1
O=C1Nc2c(c(=O)[nH]c(=O)n2Cc2ccccc2)C1(NS(=O)(=O)c1ccccc1)C(F)(F)F (stereo not given)	4	9	-1	5	6	13	0	2	-1	-0.6
COc1ccc2nc(N3C(=O)C(O)=C(C(=O)c4ccco4)C3c3ccccc3OC)sc2c1 (stereo not given)	-1	4	0	0	0	-2	-6	-4	-3	0.0
Cc1ccc(S(=O)(=O)Nc2nc3ccccc3nc2NCc2ccco2)cc1C	3	0	4	0	0	0	0	8	0	0.9
CCCCCc1cc(=O)oc2c(C(CCN(CC)CC)c3ccc(N(C)C)cc3)c(OC)cc(OC)c12 (stereo not given)	4	7	-1	-6	2	-1	1	0	-2	1.0
CC(C)(CO)C(O)C(=O)NCCC#N (stereo not given)	0	6	3	0	5	3	-1	6	-1	-1.0
CN(C)c1ccccc1C(=O)N1CCCC(Nc2ccc(F)cc2)C1 (stereo not given)	-1	-4	-3	-11	2	0	4	6	4	-0.3
CN(C)CCN(C(=O)c1ccc(Br)s1)c1nc2cc3c(cc2s1)OCCO3	4	-2	4	3	4	3	-1	4	-7	-0.2
CCN1CCN(C(=O)CCc2nc3ccccc3n2-c2ccccc2)CC1	6	8	-7	-6	-5	-2	4	5	2	0.3
CC1=C(C(=O)Nc2ccccc2C)C(c2ccc(C)o2)C2=C(CCCC2=O)N1 (stereo not given)	2	5	4	3	8	-2	7	-3	0	1.0
COc1cc(CO)cc(Br)c1OCC(=O)O	-2	6	-2	6	-2	2	-7	-6	3	0.1
FC(F)(F)c1nc2nc(Cl)c(Cl)nc2n1CCCN1CCOCC1	-4	4	1	4	6	13	5	-1	3	25*
COC(=O)C1=C(C)N(Cc2cccc(C(F)(F)F)c2)C(=NCc2ccc(C(F)(F)F)cc2)NC1c1ccc(F)cc1 (stereo not given)	6	6	3	-4	2	0	-9	-1	1	0.7
O=C(O)c1cc(Cl)ccc1-c1ccc(/C=C/c2cc(C(F)(F)F)[nH]c(=O)n2)o1	-33	19*	3	0	1	3	-5	2	17*	-3.2
COc1cc(-c2cc(C(=O)OCC(=O)NC3CC3)c3ccccc3n2)cc(OC)c1OC	-1	-3	6	3	2	-2	-5	8	1	0.5
CC1CCCN(c2ccc(C(=O)NCc3ccccc3)cn2)C1 (stereo not given)	5	-3	-2	8	5	-3	1	7	-6	0.3
COC(=O)C(CC(C)C)NC(=O)c1ccc([N+](=O)[O-])c(C)c1 (stereo not given)	2	0	-1	2	-3	-1	2	4	-2	-0.4
Cc1cc(C)n(S(=O)(=O)c2cccc(Cl)c2Cl)n1	0	-8	-1	-6	3	2	-6	-10	-6	0.6
CCOc1ccccc1C(=O)NCC(=O)OCc1csc(CC(=O)Nc2ccc(C)cc2)n1	-2	10	3	-2	0	-1	-19	5	0	0.0
CCOC(=O)c1cccc(NC(=O)C2CCCN(c3nnc(N4CCCC4=O)s3)C2)c1 (stereo not given)	-8	1	-3	4	-1	-2	-1	7	6	0.0
CC1(C)CC(=O)N(c2ccc(Cl)c(Cl)c2)C(=O)C1	-5	-1	1	4	2	-3	4	3	-3	0.2
CC(=O)Nc1ccc(-c2ccnc3c2CC(C)(C(=O)NCC2CCOCC2)O3)cc1 (stereo not given)	2	-2	2	2	4	2	0	0	-3	0.1
CCc1ccc(C(=O)NNc2ccc(F)cc2)cc1	4	-6	7	-1	3	1	0	0	-2	0.2
COc1ccc(C(=O)CSc2nncn2C)cc1	4	2	-4	12	3	-3	5	-1	-1	0.1
CC(=O)Nc1ccc(S(=O)(=O)Nc2cc(C)cn(Cc3ccc(C)cc3)c2=O)cc1	4	-3	6	2	-3	-5	2	3	-1	-0.4
CCC(=O)N1CC2(C)CN(C(=O)CC)CC(C)(C1)C2	-3	-1	4	-3	-2	0	3	5	-5	0.0
S=c1[nH]nc(-c2ccc3ccccc3n2)n1-c1ccc(Cl)cc1	6	7	1	-2	-5	2	5	0	1	-0.5
Cc1ccsc1/C=N/NC(=O)Cn1cnc2ccccc21	-2	4	3	-16	6	16	3	0	6	-0.6
O=C(CCc1ccccc1)Nc1ccccc1[N+](=O)[O-]	-6	8	-1	-11	0	-2	-2	-2	2	0.2
Cc1nn(-c2ccc(Br)cc2)c(=O)c2ccccc12	3	1	0	14	0	-2	7	5	-5	0.2
CCC(=O)N1CCc2cc(S(=O)(=O)CCC(=O)NCc3cccc(OC)c3)ccc21	10	-2	-6	-17	-5	0	10	-5	0	-0.4
CC1CCN(CC(=O)Nc2ccc(S(=O)(=O)N3C(C)CCCC3C)cc2)CC1 (stereo not given)	-2	-5	-3	3	-2	-3	-1	-7	5	-0.1
Cn1c(NCc2ccco2)nc2c1c(=O)n(Cc1ccc(Br)cc1)c(=O)n2C	-4	-2	1	-13	1	5	3	-10	0	0.1
CCCCCCC1CC(=O)NC(=O)N1 (stereo not given)	1	-2	-5	8	-2	-2	3	4	-1	0.1
CCn1c(=S)[nH]c2sc3c(c2c1=O)CCCCC3	10	-4	0	5	3	-3	7	1	1	-0.4
O=C1NC[C@@H](CCCCN2C[C@H](Cc3ccc(O)cc3)N(CCc3ccccc3)C(=O)C2=O)N(CC2CCCCC2)C1=O	-1	0	1	-1	2	-4	-8	-2	-4	0.1
FC(F)(F)c1nnc(-c2ccccc2)nc1N1CCCC1	-2	2	0	-6	-5	-2	-1	5	4	-0.7
CCOC(=O)N1CCN(S(=O)(=O)CCNC(=O)c2ccc(F)cc2)CC1	-2	4	0	7	4	1	1	2	2	-0.1
CCN(CC)S(=O)(=O)c1ccc2oc(Nc3ccc(OC)cc3)nc2c1	-5	-3	-1	7	1	1	8	-7	-1	0.3
CCN(Cc1ccccc1)Cc1ccc(OCc2ccccc2)c(OC)c1	0	-9	-1	-12	8	6	0	-1	4	0.7

Further results follow.
SMILES	Tn7 DDE FP	TCR-CD3 inh	PRMT1 FP inh	TDP2 inh	MBD2 DNA inh	UHRF1 MBD2 ctr	SIAE inh	DDE Tn6 FP inh	LEDGF integ inh	proKLK7 act
c1ccc(CCNc2ccc3ncc(-c4cccc5ccccc45)n3n2)nc1	0	5	0	-2	-3	-1	-1	1	4	-13
O=C1C2N=NN(CC(=O)N3N=C(c4ccccc4)CC3c3ccc([N+](=O)[O-])cc3)C2C(=O)N1c1ccccc1 (stereo not given)	-2	-1	-2	3	2	-1	1	2	2	-0.3
CCOC(=O)C1CCN(C(=O)Nc2cccc(Cl)c2)CC1	-1	2	0	-8	4	4	-2	6	-1	-0.3
COCCNC(=O)Cn1cc(/C=C(\C#N)C(=O)NC2CC2)c2ccccc21	4	7	-3	1	-1	-2	5	-4	2	-1.0
CN1CCc2c(sc3c2c(=O)n(-c2ccccc2)c2nnc(SCc4ccccc4)n32)C1	0	6	16	-4	0	-3	-8	2	-3	-0.9
COCCn1c(Cc2ccccc2)nnc1SCC(=O)NC1CCCCC1	5	-3	-1	21	-2	-1	1	1	0	0.3
CCn1ncc(Br)c1C(=O)Nc1ccc(OC(F)(F)F)cc1	6	6	-3	6	2	-2	-3	3	-1	-0.2
Cc1cc(=O)[nH]c(N=N/C(=N/Nc2ccccc2C)c2ccccc2)n1	-5	5	4	7	2	2	10	-7	4	0.1
COc1ccc(Nc2n[nH]c(C)c2[N+](=O)[O-])cc1	0	5	-4	6	-5	-12	1	-8	-3	-0.2
CC(=O)Nc1ccc(C(=O)n2cnc3cc(C)c(C)cc32)cc1	-2	7	-1	-2	4	-3	1	-6	-2	0.2
COc1cccc(N(CC(=O)Nc2ccccc2C(=O)N2CCCC2)S(C)(=O)=O)c1	-2	-2	2	6	5	-1	1	3	-3	-0.2
O=C(C1CCCN(S(=O)(=O)c2ccccc2)C1)N1CCN(c2ncccn2)CC1 (stereo not given)	-8	-5	0	11	-2	-4	1	-8	0	0.5
Fc1ccc(CN2CCN(c3ncccn3)CC2)cc1	6	3	1	10	1	1	0	3	2	0.9
CCN(C(=O)COC(=O)CNC(=O)C1CCCCC1)c1ccccc1	-6	9	-5	-6	-6	0	5	3	0	-0.2
COc1ccc(S(=O)(=O)N2CCCN(S(=O)(=O)c3ccc(OC)cc3C)CC2)c(C)c1	-2	4	-1	9	-2	-3	5	-3	1	-0.7
CCOC(=O)c1cc(NC(=O)c2cccs2)ccc1N1CCOCC1	3	-1	3	10	1	4	-1	4	-4	0.5
C#CCN1C(=O)C(O)(CC(=O)c2cccc(OC)c2)c2ccccc21 (stereo not given)	-1	1	-1	8	-4	2	1	3	2	-0.4

Single records (already shown).
O=C(C1CCCN(S(=O)(=O)c2ccccc2)C1)N1CCN(c2ncccn2)CC1 (stereo not given) reads Tn7 DDE FP = -8; TCR-CD3 inh = -5; PRMT1 FP inh = 0; TDP2 inh = 11; MBD2 DNA inh = -2; UHRF1 MBD2 ctr = -4; SIAE inh = 1; DDE Tn6 FP inh = -8; LEDGF integ inh = 0; proKLK7 act = 0.5
COc1cccc(N(CC(=O)Nc2ccccc2C(=O)N2CCCC2)S(C)(=O)=O)c1 reads Tn7 DDE FP = -2; TCR-CD3 inh = -2; PRMT1 FP inh = 2; TDP2 inh = 6; MBD2 DNA inh = 5; UHRF1 MBD2 ctr = -1; SIAE inh = 1; DDE Tn6 FP inh = 3; LEDGF integ inh = -3; proKLK7 act = -0.2
